GRK2 inh = human GRK2 inhibition via aptamer displacement; bead flow cytometry, FAM-aptamer displacement from GRK2; AID 488847; inhibition of aptamer binding, % at 10 µM; actives 0.59% (n = 330,000); P25098;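 active = inhibition of aptamer binding above 40%, roughly 3 SD of noise, on plates passing a quality check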;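 also: median bead fluorescence of bound FAM aptamer so fluorescent compounds give negative values; no value below 0 was filed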
GASC-1 inh = human JMJD2C demethylase inhibition. Q9H3R0. GST-JMJD2C(1-420) H3K9me3 demethylation, DELFIA europium. inhibition, % at 2.35 µM. actives 0.069% (n = 330,000). AID 2099;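 active = more than half of a compound's replicate wells show inhibition beyond 50%, single wells judged on their own value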;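 also: signal counts dimethyl H3K9 product captured on neutravidin plate; 0% = median of DMSO wells and 100% = 0.3 times that DMSO median; strong numbers were not always called active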
PP5 inh = blocks human protein phosphatase 5 activity; P53041; purified PP5c, OMFP substrate fluorescence; inhibition, % at 6.7 µM; actives 0.18% (n = 320,000); AID 1987;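 active = inhibition above the campaign's mean inhibition across all tested compounds plus 3 SD, cut at about 9.5% in these data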;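 also: 0% = DMSO only and 100% = 100 µM cantharidin control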
Fh CTSL1 inh = cathepsin L1 inhibition, PFM18AAP counter-screen. recombinant F. hepatica cathepsin L1, Z-Leu-Arg-MCA fluorescence. inhibition, % at 5.96 µM. actives 0.49% (n = 300,000). AID 1906;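 active = inhibition above the mean of all tested compounds plus 3 SD, set per screening campaign, cut at about 17% in these data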;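 also: 0% = plate median of test compound wells and 100% = 1 µM Z-Phe-Ala-diazomethylketone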
PP1 counter = blocks human PP1-alpha phosphatase, a PP5 counter-screen; P62136; purified PP1alpha, OMFP fluorescence; inhibition, % at 6.7 µM; actives 0.9% (n = 320,000); AID 2235;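 active = inhibition above the mean inhibition of all tested compounds plus 3 SD, computed separately for each screening campaign, cut at about 15% in these data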
proCasp7 act = counter-screen: procaspase-7 (human) activation; recombinant procaspase-7, Ac-DEVD-pNA absorbance 405 nm; D23A/D198A/D206A triple mutant, cannot self-cleave; scale: DMSO 0, 5 µM enzyme 100; actives 0.093% (n = 330,000); P55210; activation, % at 8.5 µM;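 active = percent activation above the screen-wide mean plus 3 SD, cut at about 25% in these data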
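Test system: Procaspase-7 triple mutant (PC-7 D3A). Also added: Ac-DEVD-pNA substrate, 400 µM as added. Schedule: 1 h enzyme–compound preincubation and 2 h substrate reaction, both 25 °C. Signal: p-Nitroaniline absorbance at 405 nm, read at 0 and 120 min. Control set: low DMSO alone, high DMSO plus 5 µM PC-7.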
HCV core dimer = HCV core protein dimerization inhibition; TR-FRET GST/Flag-core106 dimerization, 1536-well; inhibition, % at 5 µM; actives 0.33% (n = 300,000); AID 1899;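 active = inhibition above the mean of all tested compounds plus 3 SD, set per screening campaign, cut at about 45% in these data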
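test system = GST/Flag-tagged HCV core106 proteins | probe or stimulus = Eu donor and XL665 acceptor anti-tag antibodies | times = compound-protein-antibody incubation 4 h at 22.5 °C | signal = TR-FRET, excitation 340 nm, emission 617 and 671 nm | measure = percent inhibition of core106 dimerization signal | controls = wells lacking GST-core106 and wells with excess unlabelled core106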
procasp3 activ = procaspase-3 (human) activation; P42574; recombinant procaspase-3 D3A, Ac-DEVD-pNA absorbance 405 nm; activation, % at 8.5 µM; actives 0.11% (n = 330,000); AID 463141;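 active = activation above the mean of all tested compounds plus 3 SD, cut at about 21% in these data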;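 also: 0% = DMSO alone and 100% = DMSO wells spiked with extra 5 µM PC-3 D3A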
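Assay system: Autoprocessing-dead procaspase-3 D3A mutant enzyme; also added: Ac-DEVD-pNA; doses: one concentration, 8.5 µM nominal, 0.8% DMSO; times: 1 h compound preincubation, 2 h substrate hydrolysis at 25 °C; technique: 405 nm absorbance of p-nitroaniline, reads at 0 and 120 min; measure: % activation between DMSO and enzyme-spiked controls; repeats: single replicate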
VLA-4 inh = inhibition in a human VLA-4 binding assay | P13612 | VLA-4 expressing cells, ligand binding flow cytometry | inhibition, % (about 7 µM as worked out from the volumes in the protocol) | actives 0.2% (n = 330,000) | AID 2557; in the data active = inhibition above about 50%
Target sequence (P13612 whole entry, looked up): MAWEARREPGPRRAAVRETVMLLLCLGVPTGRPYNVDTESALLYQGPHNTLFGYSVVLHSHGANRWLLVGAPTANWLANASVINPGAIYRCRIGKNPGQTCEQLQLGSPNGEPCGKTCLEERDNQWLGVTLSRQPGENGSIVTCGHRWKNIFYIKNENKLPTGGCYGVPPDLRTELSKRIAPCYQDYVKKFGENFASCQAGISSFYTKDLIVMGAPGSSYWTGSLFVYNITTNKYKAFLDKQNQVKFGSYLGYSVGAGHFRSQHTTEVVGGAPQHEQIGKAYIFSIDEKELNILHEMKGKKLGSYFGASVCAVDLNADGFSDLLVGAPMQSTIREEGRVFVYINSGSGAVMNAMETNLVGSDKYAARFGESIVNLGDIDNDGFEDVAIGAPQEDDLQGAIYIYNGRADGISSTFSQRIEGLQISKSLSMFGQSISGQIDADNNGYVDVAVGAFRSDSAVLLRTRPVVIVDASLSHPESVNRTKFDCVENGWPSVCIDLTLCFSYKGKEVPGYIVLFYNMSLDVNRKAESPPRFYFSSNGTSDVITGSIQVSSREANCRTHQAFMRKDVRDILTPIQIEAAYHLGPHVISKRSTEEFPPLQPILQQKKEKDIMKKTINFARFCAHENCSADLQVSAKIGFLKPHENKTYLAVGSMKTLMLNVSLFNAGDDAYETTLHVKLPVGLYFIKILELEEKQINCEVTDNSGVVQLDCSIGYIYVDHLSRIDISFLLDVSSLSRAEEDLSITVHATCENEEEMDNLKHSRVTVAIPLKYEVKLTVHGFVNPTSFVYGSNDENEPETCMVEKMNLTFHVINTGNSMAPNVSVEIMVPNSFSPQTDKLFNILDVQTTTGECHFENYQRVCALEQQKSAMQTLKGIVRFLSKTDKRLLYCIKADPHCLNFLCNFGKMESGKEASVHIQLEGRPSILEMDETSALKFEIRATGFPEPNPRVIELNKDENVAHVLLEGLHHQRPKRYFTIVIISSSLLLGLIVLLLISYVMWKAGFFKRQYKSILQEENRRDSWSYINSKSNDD
Active calls of the source: *; i = inactive; . = not tested or not shown; & = joins results of further samples. Rows were taken by chance (roughly 2.6% active in at least one column).

The opening 5 entries as a preview:
entry	Compound	VLA-4 inh	GRK2 inh	PP5 inh	HCV core dimer	GASC-1 inh
1	Cc1ccc2nc(N3CCN(C)CC3)c(C#N)cc2c1	12	0	0.3	-5	-3
2	NC1=NC(=O)/C(=C/c2ccsc2)S1	7	0	0.7	4	-6
3	CN1/C(=C\C(=O)COC(=O)Cn2nnc(-c3ccccc3)n2)C(C)(C)c2ccccc21	i	1	3.8	6	-9
4	CC(C)(C)C(=O)CNS(=O)(=O)c1ccc(S(=O)(=O)NC2CC2)cc1	-30	0	0.5	-10	-16
5	CCCC1Cc2c(sc3ncnc(N)c23)CO1 (centres undefined)	13	1	-0.5	8	-12

entry	proCasp7 act	procasp3 activ	PP1 counter	Fh CTSL1 inh
1	-4	0	-6	0
2	7	5	-7	3
3	6	-3	3	-6
4	-2	-1	-3	-10
5	-1	-6	-2	-2

Results, repeating the preview:
entry	Compound	VLA-4 inh	GRK2 inh	PP5 inh	HCV core dimer	GASC-1 inh
1	Cc1ccc2nc(N3CCN(C)CC3)c(C#N)cc2c1	12	0	0.3	-5	-3
2	NC1=NC(=O)/C(=C/c2ccsc2)S1	7	0	0.7	4	-6
3	CN1/C(=C\C(=O)COC(=O)Cn2nnc(-c3ccccc3)n2)C(C)(C)c2ccccc21	i	1	3.8	6	-9
4	CC(C)(C)C(=O)CNS(=O)(=O)c1ccc(S(=O)(=O)NC2CC2)cc1	-30	0	0.5	-10	-16
5	CCCC1Cc2c(sc3ncnc(N)c23)CO1 (centres undefined)	13	1	-0.5	8	-12
6	O=C(NNC(=O)C12CC3CC(CC(C3)C1)C2)c1cnccn1	-5	3	-0.2	-5	1
7	COc1ccc(/C(O)=C2/C(=O)C(=O)N(c3ncccn3)C2c2ccc(OC)cc2)cc1 (centres undefined)	10	0	4.8	-7	1
8	C[n+]1cn(CC(O)COCc2ccccc2)c2ccccc21 (centres undefined)	1	5	-1.5	1	26
9	Nc1cc(S(=O)(=O)Nc2ccc(Br)cc2)ccc1Cl	-2	0	3.7	-4	-5
10	COc1ccc(-n2c(SCC(=O)Nc3cccc(C(=O)O)c3)nnc2-c2ccco2)cc1	-8	0	-1.7	9	-2
11	Cn1c(-c2ccc(Cl)cc2)cnc1NCc1cc2c(cc1[N+](=O)[O-])OCO2	20	4	2.3	2	5
12	c1ccc2sc(NN=C3CCCCCC3)nc2c1	-4	0	1.0	-8	15
13	CCOc1ccc(N(CC(=O)N2CCN(C(=O)CN(c3ccc(OCC)cc3)S(C)(=O)=O)CC2)S(C)(=O)=O)cc1	5	0	2.6	7	3
14	CC(C)C[C@H](NC(=O)[C@@H]1Cc2ccccc2CN1)C(=O)Nc1ccc(C(C)C)cc1	16	2	2.4	-2	-2
15	Cc1cccc(CSc2nnc(-c3ccco3)n2C)c1	16	4	-0.3	1	1

entry	proCasp7 act	procasp3 activ	PP1 counter	Fh CTSL1 inh
1	-4	0	-6	0
2	7	5	-7	3
3	6	-3	3	-6
4	-2	-1	-3	-10
5	-1	-6	-2	-2
6	3	1	2	-8
7	-10	-1	2	0
8	2	2	-3	-2
9	3	-6	-2	1
10	-5	-4	-2	3
11	3	3	3	2
12	-2	-4	-4	7
13	2	-5	-3	0
14	-3	-5	1	-1
15	4	-2	0	-4

The list goes on (three carried over from the part before).
entry	Compound	VLA-4 inh	GRK2 inh	PP5 inh	HCV core dimer	GASC-1 inh
13	CCOc1ccc(N(CC(=O)N2CCN(C(=O)CN(c3ccc(OCC)cc3)S(C)(=O)=O)CC2)S(C)(=O)=O)cc1	5	0	2.6	7	3
14	CC(C)C[C@H](NC(=O)[C@@H]1Cc2ccccc2CN1)C(=O)Nc1ccc(C(C)C)cc1	16	2	2.4	-2	-2
15	Cc1cccc(CSc2nnc(-c3ccco3)n2C)c1	16	4	-0.3	1	1
16	Cc1ncc(CN2CCCC(C(=O)Nc3ccc(-c4cccc(F)c4)cc3)C2)cn1 (centres undefined)	18	0	3.8	6	-7
17	O=c1[nH]nc(N/N=C/c2ccc(Cl)cc2Cl)c(=O)[nH]1	-6	3	1.5	-5	-3
18	O=C(Nc1cc2c3c(c1)CC(=O)N3CCC2)c1c(F)cccc1F	16	0	1.5	-2	36
19	O=C(COc1ccccc1)N(Cc1nnc(-c2ccccc2Cl)o1)C1CC1	0	3	1.0	0	-3
20	Cc1ccc(S(=O)(=O)N(CC(=O)N2CCOCC2)c2ccc(Br)cc2)cc1	0	0	0.2	3	-3
21	Cc1ccc(CNC(=O)C2CCCN(S(=O)(=O)c3c(C)n[nH]c3C)C2)cc1 (centres undefined)	13	2	-0.4	1	-10
22	Cc1cccc(NS(=O)(=O)c2ccc(C(=O)NCC(c3ccco3)N3CCCCC3)cc2)c1C (centres undefined)	29	0	2.0	1	-2
23	CC(C)(C)c1cc(NC(=O)C2CCCO2)no1 (centres undefined)	12	2	1.7	3	-21
24	Cc1ccc(-n2nnc3c(=O)n(CC(=O)N4CCOCC4)cnc32)cc1	14	0	-1.1	7	-2
25	O=[N+]([O-])c1ccc(OCCO)nc1	-1	2	0.3	2	12
26	CCCNC(=O)N1CCN(S(=O)(=O)c2ccc(C)cc2)CC1	18	0	-0.9	-1	38
27	N#Cc1c(-c2ccc(F)cc2)cc(C2CC2)nc1SCC(=O)c1cccs1	2	1	-0.2	-87	17
28	CCOc1ccc(CCNC(=O)Cn2nc(C)c3c(C)n(-c4ccccc4)nc3c2=O)cc1	-10	3	0.0	31	9
29	COc1ccc(Nc2nccc(-c3ccc(C#N)cc3)n2)cc1	-1	0	-5.8	-8	6
30	O=C(NCc1ccccc1)C1CCCN(S(=O)(=O)c2cccnc2)C1 (centres undefined)	2	12	-2.8	-1	1

entry	proCasp7 act	procasp3 activ	PP1 counter	Fh CTSL1 inh
13	2	-5	-3	0
14	-3	-5	1	-1
15	4	-2	0	-4
16	3	4	0	3
17	0	-6	-1	2
18	-2	4	-5	1
19	16	-11	1	-4
20	11	13	-2	4
21	8	5	1	-2
22	-3	-4	-1	8
23	-7	0	-1	-1
24	-2	11	-2	-2
25	3	-7	-1	0
26	10	5	-1	-2
27	-3	3	2	1
28	-7	0	10	-2
29	9	2	20*	5
30	12	-4	-2	-2

New compounds follow:
entry	Compound	VLA-4 inh	GRK2 inh	PP5 inh	HCV core dimer	GASC-1 inh
31	OCC1CCCC(n2cnc3c(=S)nc[nH]c32)O1 (centres undefined)	-2	0	0.1	-2	2
32	CCOC(=O)N1CCC(NC(=O)C2CCCN2C(=O)OCc2ccccc2)CC1 (centres undefined)	11	0	1.2	-1	5
33	CC(=O)c1ccccc1OCCOCCOc1ccccc1C(C)=O	-2	0	1.6	1	16
34	Cc1cccn2c(=O)c(/C=C(\C#N)S(=O)(=O)c3ccccc3)c(Oc3ccc(Cl)cc3)nc12	-3	0	-0.7	0	24
35	CCCCN(CC)CCCNC(=O)c1cn(C)c(=O)c2c1c1ccccc1n2C	6	0	1.6	4	-11
36	COc1ccc(N2CCN(C(=O)C(CCSC)N=C3NS(=O)(=O)c4ccccc43)CC2)cc1 (centres undefined)	-3	0	2.7	1	-9&-4
37	O=C(CN1CCCCC1)Nc1ccccc1	1	0	-1.2	1	-3
38	Cc1ccc2c(c1)=C(c1ccccc1)N(O)CC(=O)N=2	5	2	-0.2	-5	-19
39	CN(CC(=O)NC1CCCc2ccccc21)S(=O)(=O)c1ccc2c(c1)c(=O)n(C)c(=O)n2C (centres undefined)	2	0	-2.4	4	-12
40	CC(C)N(C(=O)C[n+]1ccsc1N)c1ccccc1	14	0	-3.1	1	-7
41	O=C(CN1C(=O)NC2(CCCCCC2)C1=O)NCCc1ccccc1	15	0	-0.8	.	9
42	CC1=NN(C(=O)c2cccnc2)C(O)(C(F)(F)F)C1 (centres undefined)	3	0	3.4	-11	9
43	CCOC(=O)C1CCN(C(=O)COc2ccc3c(C)cc(=O)oc3c2)CC1	2	1	-0.4	2	-4
44	COc1ccc(OC)c(S(=O)(=O)Nc2ccc(CC(=O)O)cc2)c1	5	0	0.2	0	-48
45	CCCn1c(=O)c2sccc2n2c(CCCC(=O)NCc3ccco3)nnc12	-3	70*	-0.2	10	58

entry	proCasp7 act	procasp3 activ	PP1 counter	Fh CTSL1 inh
31	-4	-7	-1	-2
32	6	5	-2	-2
33	11	-1	-1	-3
34	-14	8	0	4
35	0	3	0	0
36	-9	2	3	1
37	0	6	-6	1
38	-9	-5	2	3
39	-1	9	6	10
40	11	2	-2	-1
41	18	0	0	.
42	7	1	1	-3
43	9	7	-6	4
44	-2	5	-1	-3
45	-3	-5	1	2

Next entries
entry	Compound	VLA-4 inh	GRK2 inh	PP5 inh	HCV core dimer	GASC-1 inh
46	CCCCN(C)CCNS(=O)(=O)c1ccc2c(c1)n(C)c(=O)c(=O)n2C	-2	3	-1.4	6	10
47	O=C(Nc1cccc(Cl)c1)NC1CC2CCC(C1)N2Cc1ccco1 (centres undefined)	7	0	-3.3	-3	-3
48	CN(C)C(/C=C/Nc1ccccc1F)=C(C#N)C#N	-6	0	1.1	-19	4
49	Oc1ccccc1-c1n[nH]c(=S)n1Cc1ccco1	-4	1	1.0	-1	-20
50	Cc1cc(-c2csc(NC(=O)c3cccc(S(=O)(=O)N(C)C)c3)n2)c(C)n1-c1ccccc1	-12	3	-0.3	32	6
51	O=C(Nc1ccc(F)cc1F)c1ccccc1NC(=O)C1CC=CCC1C(=O)O (centres undefined)	2	0	0.3	-5	4
52	O=C(NCCNC(=O)c1ccccn1)c1ccc(Cl)cc1	17	2	0.5	9	-5
53	Cc1noc(NC(=O)c2c(-c3c(Cl)cccc3Cl)noc2C)c1[N+](=O)[O-]	0	0	2.9	-1	11
54	Cc1cc(C)nc(SCc2cn3cc(Cl)ccc3n2)n1	-78	2	-2.9	6	-22
55	COc1ccc(-c2nn(-c3ccccc3)cc2/C=N/NC(=O)c2cccc(S(=O)(=O)Nc3ccccc3OC)c2)cc1	6	0	4.2	37	10
56	COc1ccc(CCNC(=O)c2ccncc2)cc1OC	3	1	-1.8	-1	2
57	CC(C)c1ccccc1OCCNC(=O)c1cncc(Br)c1	-3	2	0.6	-1	3

entry	proCasp7 act	procasp3 activ	PP1 counter	Fh CTSL1 inh
46	4	14	-3	2
47	-1	3	1	2
48	1	8	2	1
49	-26	0	2	0
50	-11	6	9	-1
51	8	-3	-3	3
52	5	9	0	-6
53	4	-5	0	2
54	-1	-2	-4	-3
55	4	3	8	3
56	4	-1	-3	-3
57	-1	1	-1	2

Source: PubChem BioAssay (several laboratories)
